Abeta rescue: compounds reversing amyloid beta toxicity in yeast. AID 1347071. 410,000 tested, 0.063% active. yeast expressing A-beta42, growth rescue, OD600, 48 h; response scale: 0% DMSO, 100% iron-clioquinol control. Potency, µM (doses to about 46.1 µM), without a hit: top-dose growth rescue, hits mostly activators; also: potency is read from the fitted curve at half-maximal effect; nearly all actives have a fitted effect of over 55% in size
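Growth rescue measured by 600 nm absorbance after 48 h yeast culture at 30 C with compound. Values normalized between DMSO and an equimolar ferric chloride plus clioquinol control.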
Akt phos inh: inhibitors of Akt phosphorylation | Neuro2A IGF-stimulated pAkt S473 HTRF, 20 min; hits give low values | activity change, % for hits at 50 µM | 360,000 tested, 0.32% active | AID 651550; in the data active = activity change below about -80%; inconclusive = mostly about -51% to -80%; also: % is scaled to controls: 0 for no effect and ±100 for the full control effect
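Single-point screen (50 µM final compound) in Neuro2A cells stimulated 20 min with 6 nM IGF at 37 deg C. After lysis, Ser473-phosphorylated Akt read by HTRF (ex 330 nm, em 615/665 nm) as the 665/615 ratio.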
PTHR1 agonist: PTHR1 (human) receptor agonism; HEK293 GP2 PTHR1 cells, GloSensor cAMP luminescence, 1 h; Potency, µM (series often up to 115 µM), without a hit: at the highest dose activation, actives largely listed as activators; 410,000 tested, 0.075% active; also: potency is read from the fitted curve at half-maximal effect; nearly all actives have a fitted effect of over 55% in size; some results filed as inactive show a strong effect at the top dose; inactives centre near -15; many of its hits are not listed in these tables
Target sequence (Q03431 whole entry, looked up): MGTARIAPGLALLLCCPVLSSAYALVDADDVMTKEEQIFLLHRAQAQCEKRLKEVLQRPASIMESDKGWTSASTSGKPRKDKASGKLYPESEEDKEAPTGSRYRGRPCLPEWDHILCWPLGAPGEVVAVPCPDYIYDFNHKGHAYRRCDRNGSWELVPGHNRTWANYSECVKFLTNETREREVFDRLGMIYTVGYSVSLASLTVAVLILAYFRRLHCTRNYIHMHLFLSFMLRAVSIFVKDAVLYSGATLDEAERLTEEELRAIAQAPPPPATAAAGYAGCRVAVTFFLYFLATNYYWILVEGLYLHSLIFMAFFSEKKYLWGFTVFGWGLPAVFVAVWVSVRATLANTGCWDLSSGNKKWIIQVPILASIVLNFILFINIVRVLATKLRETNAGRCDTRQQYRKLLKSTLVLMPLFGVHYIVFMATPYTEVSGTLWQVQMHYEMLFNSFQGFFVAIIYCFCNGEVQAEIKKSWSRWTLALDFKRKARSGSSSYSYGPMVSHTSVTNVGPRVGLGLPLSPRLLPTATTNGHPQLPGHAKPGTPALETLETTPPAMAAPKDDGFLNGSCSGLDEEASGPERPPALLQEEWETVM
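HEK-293-derived GP2 cells expressing PTHR1 and a GloSensor cAMP reporter, 3,000/well, plated overnight, given luciferin plus IBMX (each 0.5 mM as added) for 1 h at 37 °C, then compound for 1 h at 37 °C. Luminescence was read after 15 min at room temperature.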
aSyn yeast inh: alpha-synuclein toxicity inhibition in yeast | AID 652106 | Yeast expressing alpha-synuclein, growth rescue, BacTiter-Glo, 24 h | 370,000 tested, 0.14% active | Potency, µM (doses to about 46.1 µM), without a hit: top-dose growth rescue (activation), most hits filed as activators; also: potency is read from the fitted curve at half-maximal effect; % of control where 0% means no effect; nearly all actives have a fitted effect of over 65% in size
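Readout is rescue of growth in alpha-synuclein-expressing yeast, so inhibitors of toxicity appear as activators. Growth after 24 hr at 30 deg C in galactose medium is quantified by luminescence.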
DRD3 antagonist: blocks the human D3 dopamine receptor. P35462. max response, negative = inhibition, %. 360,000 tested, 2.5% active. D3R cells, DiscoveRx beta-arrestin luminescence, antagonist mode; hits give low values. AID 652054; in the data active = max response below about -50%; inconclusive = no clear call, values can overlap the other calls; also: % is scaled to controls: 0 for no effect and ±100 for the full control effect; mostly tested at two doses, the higher about 12 µM
Target sequence (P35462 whole entry, looked up): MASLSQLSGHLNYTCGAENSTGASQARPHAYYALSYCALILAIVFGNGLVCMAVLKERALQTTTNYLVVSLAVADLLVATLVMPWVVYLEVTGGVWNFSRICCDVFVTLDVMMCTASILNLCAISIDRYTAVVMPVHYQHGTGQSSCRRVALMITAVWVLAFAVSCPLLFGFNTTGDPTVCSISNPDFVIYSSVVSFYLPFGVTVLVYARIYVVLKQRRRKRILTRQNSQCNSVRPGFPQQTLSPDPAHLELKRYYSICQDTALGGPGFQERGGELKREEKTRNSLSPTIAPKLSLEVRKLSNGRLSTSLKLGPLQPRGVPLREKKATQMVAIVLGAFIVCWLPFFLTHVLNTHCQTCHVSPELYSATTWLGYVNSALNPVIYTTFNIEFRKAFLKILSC
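Cells expressing the human receptor were seeded at 1500 cells/well, incubated overnight at 37 degrees C in 5% CO2, then exposed to library compounds with dopamine controls for 90 minutes at 37 degrees C before luminescent detection.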
GLP-1R agonist: GLP-1 receptor (human) agonism; P43220; Potency, µM (highest dose often 45.6 µM), for the others: at the top dose activation, hits mostly activators; HEK293 GLP-1R CRE-luciferase, luminescence, 4-6 h; cells express a hypersensitive GLP-1R form; 380,000 tested, 0.007% active; also: potency is read from the fitted curve at half-maximal effect; % of control where 0% means no effect
FUS yeast rescue: FUS proteinopathy suppression in yeast; S. cerevisiae FUS-expressing, growth rescue, OD600, 24 h; Potency, µM (doses to about 76.6 µM), for the others: top-dose growth rescue (activation), hits mostly activators; 390,000 tested, 0.24% active; AID 1347120;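 also: potency is read from the fitted curve at half-maximal effect; plate controls were DMSO vehicle for no effect and reference control for full effect; nearly all actives have a fitted effect of over 55% in size; some results filed as inactive show a strong effect at the top dose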
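Compound concentration series was pinned onto galactose-induced FUS-expressing yeast seeded at OD 0.005. Plates sat 24hr at 30C; absorbance at 600 nm gave growth. DMSO served as background control.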
GLP1R inv ag: GLP-1 receptor (human) inverse agonism | HEK293 GLP-1R CRE-luciferase, luminescence, 24 h; GLP-1R form is constitutively active | Potency, µM (doses to about 38.3 µM), without a hit: top-dose activity change, negative = inhibition, hits mostly inhibitors | 410,000 tested, 1.6% active | AID 624417; also: potency is read from the fitted curve at half-maximal effect; % is scaled to controls: 0 for no effect and ±100 for the full control effect; nearly all actives have a fitted effect of over 55% in size
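Stable HEK293 clone (constitutively active GLP-1R + cAMP-response luciferase); 200 cells/uL plated, 12 h pre-culture, compound 24 hr, 37 deg C/5% CO2; detection reagent 12 min RT; luminescence.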
TDP-43 yeast inh: inhibitors of TDP-43 toxicity in yeast; Potency, µM (top dose mostly 46.1 µM), for the others: at the highest dose growth rescue (activation), hits mostly activators; AID 652104; 410,000 tested, 1.8% active; TDP-43 expressing yeast growth rescue, BacTiter-Glo, 24 h; also: potency is read from the fitted curve at half-maximal effect; % of control where 0% means no effect; nearly all actives have a fitted effect of over 50% in size
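Readout is BacTiter-Glo luminescence of cell growth, so inhibitors register as activators. TDP-43-expressing yeast at OD600=0.02 in galactose medium, after raffinose pregrowth to mid-log, were incubated with compound for 24 hr at 30 deg C.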
Starred values were filed as active, the others as inactive; i = inactive; ? = inconclusive; / = no result given; [ ] = remark or other dose. Unless noted, calls follow the shape of the dose curve; as a rule, active = well fitted curve in the direction sought with a large enough effect; inconclusive = small, poorly fitted or top-dose-only effect, or another doubt; inactive = no such curve, though single readings can be large; an effect the other way counts as inactive or inconclusive.

SMILES	Abeta rescue	Akt phos inh	PTHR1 agonist	aSyn yeast inh	DRD3 antagonist	GLP-1R agonist	FUS yeast rescue	GLP1R inv ag	TDP-43 yeast inh
C/C(=N\NC(=O)COc1ccc([N+](=O)[O-])cc1)c1ccco1	-6%	i	i	-1%	29	-9%	5%	4%	9%
C#CCNc1cc(-c2ccccc2)nc2ncnn12	-3%	i	?	-1%	5	7%	-25%	144%[activator]	0%
CCCS(=O)(=O)NC(=O)C1(C)CCN(C(=O)c2ccc(C(=O)OC)cc2)C1 (configuration not stated)	16%	i	-24%	-1%	0	-7%	-10%	13%	28%
CC1CN(CCOCCSc2ccccc2)CC(C)O1 (configuration not stated)	2%	i	i	10%	-67*	-9%	-39%	-2%	1%
C=C(C)CSc1nc2nc(C)cc(C)n2n1	6%	i	i	-2%	16	-6%	-25%	0%	-4%
Nc1nncn1C(=O)c1ccccc1Cl	-10%	i	?	5%	?	-5%	30%	0%	-16%
COc1ccc(-c2nsc(NC(=O)c3oc4ccccc4c3C)n2)cc1	-41%[inhibitor]	/	-26%	/	/	/	12%	11%	-1%
COc1ccc2c(-c3ccccc3)cc(=S)[nH]c2c1	20%	i	-22%	-20%	-1	5%	18%	14%	?
COc1c([N+](=O)[O-])c(=O)oc2ccccc12	-4%	i	-8%	7%	9	-1%	/	0%	19%
CCCCCCC/C(C)=N/NC(=O)CC(=O)NCCc1ccccc1	3%	i	i	-2%	-18	-7%	13%	-2%	8%
N#CCSc1ncccc1-c1nc2ccccc2[nH]1	6%	i	-1%	-2%	0	9%	2%	5%	0%
COCc1ccc(C(=O)Nc2cccc(S(=O)(=O)N(C)c3ccccc3)c2)cc1	1%	i	-29%	-5%	25	15%	10%	?	6%
Cc1ccc(-c2nn(CCC(=O)Nc3cccnc3)c(=O)c3ccccc23)cc1	-6%	i	-4%	0%	-20	17%	18%	10%	8%
O=C(CCCn1c(=O)c2ccccc2n(Cc2cccc(F)c2)c1=O)NCc1ccccc1Cl	-6%	/	-5%	/	/	-2%	-30%	-13%	6%
Cc1ccc(NC(=O)C(Cc2ccccc2)n2cccc2)cc1C (configuration not stated)	-15%	/	-35%	/	/	/	13%	?	18%
CCOc1c2ccc(C(=O)NCC34CC5CC(CC(C5)C3)C4)cc2nn1CC	-10%	i	-25%	8%	0	3%	27%	-18%	5%
CCC1COCCS(=O)(=O)N1Cc1ccccc1C (configuration not stated)	8%	i	-1%	7%	1	-4%	-32%	5%	33%
CN(C)/C=C(\C#N)C(=O)Nc1ccc(O)cc1F	-11%	i	-16%	-2%	-12	12%	-17%	27%	-15%
Cc1ccc(C(=O)CNc2ccc(F)cc2)cc1	2%	i	-14%	-1%	0	-6%	-3%	0%	8%
Cc1ccc(C(=O)NCC(=O)NCC(c2ccco2)N2CCCCC2)cc1C (configuration not stated)	-4%	i	-19%	-5%	-9	10%	10%	-29%	-4%
COc1cc(/C=N/NC(=O)CCn2c3ccccc3c3ccccc32)ccc1O	-12%	i	i	-16%	?	10%	1%	-1%	-18%
CCCNC(=O)C1(C)CCN(Cc2ccc(-c3ccccn3)cc2)C1 (configuration not stated)	10%	i	-29%	2%	6	-3%	1%	24%	15%
Cc1ccccc1Nc1nc(N)nc(COC(=O)c2ccc(O)cc2)n1	22%	i	-18%	-1%	-13	20%	/	85%[activator]	2%
COC(=O)C[C@H]1C=C[C@H](NC(=O)Nc2ccccc2)[C@@H](CO)O1	-8%	i	-3%	8%	16	/	-10%	2%	16%
OCCCNc1c2ccccc2nc2ccccc12	-10%	i	-23%	-11%	-14	-7%	12%	?	-19%
SMILES	Abeta rescue	Akt phos inh	PTHR1 agonist	aSyn yeast inh	DRD3 antagonist	GLP-1R agonist	FUS yeast rescue	GLP1R inv ag	TDP-43 yeast inh
COc1ccccc1NC(=O)CN1C(=O)COc2ccc(S(=O)(=O)N3CCC(C)CC3)cc21	17%	i	-18%	0%	2	-2%	22%	-6%	8%
Cc1ccc(NC(=S)NCc2ccc(F)cc2)c(C)c1	?	i	-10%	4%	-4	1%	9%	?	/
O=C(Nc1c(-c2ccccc2)nc2c(Br)cc(Br)cn12)c1ccco1	3%	i	i	-6%	20	-1%	15%	?	8%
CCC(C)[C@@H](N)C(=O)N/N=C/c1ccc2ncccc2c1 (some centres not stated)	-2%	i	i	-1%	8	-1%	/	-2%	-26%
CCN(C(=O)CSc1nnc(-c2cc3occc3n2C)n1-c1ccccc1C)c1cccc(C)c1	-14%	/	i	/	/	/	-10%	-3%	0%
COc1ccc2c(c1)c(C(=O)CN1CCc3ccccc3C1)c(C)n2C	-3%	i	-14%	-1%	?	-1%	10%	-20%	-3%
Cc1cccc2sc(N(CCN(C)C)C(=O)c3ccc4c(c3)OCCO4)nc12	-10%	/	?	/	/	/	5%	21%	4%
Cc1noc(C)c1COC(=O)c1cnc(Cl)c(Cl)c1	-24%	i	-31%[inhibitor]	2%	0	9%	5%	40%[activator]	?
C/C(=N/NC(=O)c1cc(C2CC2)[nH]n1)c1cccs1	-6%	i	0%	-11%	-23	-21%	8%	?	1%
COc1ccc(-n2ncc3c2CC(C)(C)CC3NC(=O)c2ocnc2C)cc1 (configuration not stated)	-9%	i	i	1%	1	3%	10%	?	3%
CC1(C)N=C(c2cccs2)C(C)(C)N1O	-6%	i	i	-2%	0	0%	-18%	-13%	5%
CCOc1cc(C2c3c(-c4ccc(Br)cc4)n[nH]c3C(=O)N2c2ccc(Cl)cc2)ccc1O (configuration not stated)	-12%	/	-32%[inhibitor]	/	/	-7%	?	?	20%
CCN1CCN(c2ccc(S(=O)(=O)N3CCCCC3)cc2NC(=O)COc2ccc(F)cc2Cl)CC1	-4%	i	i	8%	-11	12%	10%	?	-3%
COc1ccc(S(=O)(=O)N2CC(=O)Nc3ccccc32)cc1F	5%	i	-11%	-2%	7	-4%	6%	7%	-8%
O=C(Nc1nc(-c2ccc3c(c2)OCO3)cs1)C1COc2ccccc2O1 (configuration not stated)	4%	i	-24%	-1%	22	-1%	13%	?	11µM*
CCOC(=O)CSc1nc2c(sc3ccccc32)c(=O)n1CCc1ccccc1	-4%	/	-15%	/	/	-1%	-5%	22%	2%
N/C(=N\OC(=O)c1ccoc1)c1ccc(Br)cc1	-2%	i	-25%	-68%[inhibitor]	16	-4%	12%	17%	?
CCCCCCn1cnc2c(c1=O)c1nc3ccccc3nc1n2Cc1cccs1	-15%	i	-2%[57.5 µM]	-7%	26	-10%	0%	2%	-14%
O=S(=O)(Nc1ccccn1)c1cccc(S(=O)(=O)c2ccc(Cl)cc2)c1	2%	i	-19%	-5%	2	6%	-7%	-4%	24%
COc1ccc(S(=O)(=O)N(CC(=O)Nc2ccccc2C(=O)N2CCOCC2)c2ccc(F)cc2)cc1	-4%	i	i	-3%	-4	-16%	30%	17%	-5%
NC(=O)c1cccc(S(=O)(=O)N2CC(c3ccccc3)CC2=O)c1 (configuration not stated)	4%	i	-74%[inhibitor]	-7%	14	-4%	-18%	4%	10%
O=C(Nc1cc(S(=O)(=O)N2CCOCC2)ccc1OCC(F)(F)F)C1=COCCO1	-8%	i	-21%	-3%	0	-2%	14%	15%	-8%
Cc1nc(N2CCN(C(=O)CCC(=O)O)CC2)c2c(C)c(C)sc2n1	-10%	i	-18%[57.5 µM]	0%	12	-1%	-7%	-1%	5%
O=C1Cc2ccccc2C(=O)N1CCc1ccccc1	-9%	i	-9%	2%	-8	-5%	-3%	4%	13µM*
CC(=O)C1=CCC(c2ccccc2)N(Cc2ccccc2)C1 (configuration not stated)	2%	i	-20%	1%	-2	/	3%	?	16%
SMILES	Abeta rescue	Akt phos inh	PTHR1 agonist	aSyn yeast inh	DRD3 antagonist	GLP-1R agonist	FUS yeast rescue	GLP1R inv ag	TDP-43 yeast inh
CNc1cc(-c2cccc(C(=O)N3CCOCC3)c2)ncn1	-15%	i	-8%	-3%	0	-1%	-18%	1%	16%
O=C(O)C1C2C=CC3(CN(Cc4ccco4)C(=O)C13)O2 (configuration not stated)	-8%	i	2%	-2%	-23	-3%	9%	9%	17%
COc1ccc(CNC(=O)/C=C/[C@H]2O[C@@H](n3ccc(=O)[nH]c3=O)[C@H](O)[C@@H]2O)cc1	-3%	i	-11%	3%	21	9%	-4%	25%	10%
COC(=O)c1c(SC)nc2ccccc2c1OCc1cc(C)ccc1C	-11%	/	-15%	/	/	/	3%	-15%	10%
COc1ccc2cc3cc(C(=O)Nc4cc(OC)c(OC)c(OC)c4)oc3nc2c1	23%	i	-17%[57.5 µM]	-4%	15	-13%	36%	-8%	4%
COc1cc(C(=O)NCc2ccc(S(N)(=O)=O)cc2)ccc1OCC(=O)N1CCOCC1	-6%	i	i	-5%	9	-1%	-27%	-6%	21%
CCC(C)Cn1c(S(=O)(=O)O)nc2ccccc21 (configuration not stated)	10%	i	i	5%	-15	-14%	2%	-10%	18%
COc1ccc(C(=O)Nc2ccccc2C(=O)Nc2cccnc2)cc1	-28%	i	-15%	-29%	-4	23%	27%	86%[activator]	-48%[inhibitor]
CC(C)Cn1ccc(=O)n(CC(C)C)c1=O	-9%	i	i	2%	15	6%	-4%	31%[activator]	0%
CC(C)(C)OC(=O)NCc1ccc(CNC(=O)c2nc[nH]c2C(=O)N2CCN(C(=O)OC(C)(C)C)CC2)cc1	-4%	i	-54%[inhibitor]	-2%	46	-9%	?	?	10%
CN1CCC(N(C)S(=O)(=O)c2ccc(NC(=O)COc3ccc(F)cc3Cl)cc2)CC1	8%	i	i	-4%	-14	3%	3%	10µM*	3%

Some of these compounds in order of the GLP1R inv ag value, smallest number first.
Structure,GLP1R inv ag
COC(=O)c1c(SC)nc2ccccc2c1OCc1cc(C)ccc1C,-15%
COc1cc(C(=O)NCc2ccc(S(N)(=O)=O)cc2)ccc1OCC(=O)N1CCOCC1,-6%
O=C(O)C1C2C=CC3(CN(Cc4ccco4)C(=O)C13)O2 (configuration not stated),9%

An excerpt. The share of hits here may be higher or lower than overall.
